# High-throughput results from PubChem BioAssay.
# TNAP activation fold – human TNAP enzyme activators, primary screen, biochemical, luminescent, no phosphate acceptor, uHTS (AID 1001). purified TNAP, luminescent activation assay, no phosphate acceptor; higher activation fold means a stronger effect. one-dose activation fold at 20 µM; EC50 in µM for titrated hits. actives 0.03% (n = 200,000); in the data active means activation fold from about 3, or a potency from the dose series; inactive means the rest, 99 in 100 with activation fold below about 1.6; further: many of its hits are not listed in these tables
# human PMI inhibitors – MPI inhibition at elevated mannose 6-phosphate – biochemical, fluorescence intensity, high mannose 6-phosphate, primary screen (AID 1220) | one-dose inhibition, % at 20 µM; IC50 in µM for titrated hits | recombinant PMI enzyme, coupled fluorescence intensity; higher % means a stronger effect | actives 0.66% (n = 190,000)
# ER stress rescue – rescue of cells from ER stress-induced death, primary screen, 384-well, CSM14.1, thapsigargin, ATP luminescence (AID 1222). CSM14.1 thapsigargin-induced death rescue, ATP luminescence; higher % means a stronger effect. one-dose cellular ATP content (survival), % at 20 µM; EC50 in µM for titrated hits. 190,000 tested, under 10 active;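 active means EC50 below 50 µM in the dose-response confirmation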;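 further: death triggered by thapsigargin at about 15 µM added after 2 h compound pretreatment; cell ATP read after overnight thapsigargin exposure of roughly 18 to 22 hours; normalized against plate controls of thapsigargin alone and 5% DMSO vehicle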
# West Nile antiviral – inhibition of WNV-induced cytopathic effect – cell-based, CPE readout (AID 1621); West Nile virus-infected cells, CPE inhibition; higher % means a stronger effect; CPE inhibition, % at 10 µM, or IC50 in µM where a hit was titrated; actives 0.02% (n = 290,000); in the data active means a potency from the dose series; further: strong numbers were not always called active
# SV40 large T antigen – TAg ATPase/helicase activity blockers – biochemical (AID 1903); SV40 large T antigen ATPase/helicase inhibition assay; higher % means a stronger effect; actives 0.39% (n = 310,000); inhibition, % at 20 µM; hits with a dose series show IC50 in µM; in the data active means a potency from the dose series; further: strong numbers were not always called active
# Salmonella PhoP GFP – inhibitors of PhoP regulon expression, primary screen, Salmonella Typhimurium, GFP reporter (AID 1863); actives 0.16% (n = 300,000); S. Typhimurium PhoP-regulated promoter GFP reporter, 4 h; higher % means a stronger effect; inhibition, % at 50 µM, or IC50 in µM where a hit was titrated;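 active means inhibition over 29.93%, a cutoff 3 SD above the screen mean, later confirmed by dose response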;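 further: 0% = low Mg2+ inducing control and 100% = high Mg2+ repressing control; strong numbers were not always called active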
# PMI inhibitors – inhibitors of human PMI, primary screen, biochemical, fluorescence intensity, coupled assay (AID 1209); inhibition, % at 20 µM, or IC50 in µM where a hit was titrated; actives 0.42% (n = 190,000); purified PMI enzyme, coupled fluorescence intensity; higher % means a stronger effect;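 further: plate controls were DMSO vehicle for no effect and wells lacking substrate for full effect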
# Insulin prom up – MIN6 insulin promoter up-regulation; MIN6 insulin promoter-GFP reporter, high-content imaging; hits give high values; z-score at 5 µM; actives 0.3% (n = 190,000); AID 1625;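 active means z-score above 3 at 5 µM with at least 500 cells counted in the well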
# RSV antiviral HEp-2 – RSV antiviral activity via CPE protection, HEp-2 cells, primary 10 µM value included (AID 2391); actives 0.13% (n = 310,000); HEp-2 cells, RSV-induced CPE inhibition; higher % means a stronger effect; CPE inhibition, % at 10 µM; hits with a dose series show IC50 in µM; in the data active means a potency from the dose series; further: strong numbers were not always called active
# Insulin prom up cell count – second read-out of Insulin prom up, no call of its own (marks repeat the call); cell count; measured here: cytotoxicity, nuclei count;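 total cells summed across four imaged fields per well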
# * marks the source's active call; other numbers are inactive results; · = no result given. Unless noted, no stated cut-off is given here; in the data, active means inhibition above about 50%; inactive means the rest.
# Values run as follows: PMI inhibitors	RSV antiviral HEp-2	Salmonella PhoP GFP	Insulin prom up	SV40 large T antigen	West Nile antiviral	human PMI inhibitors	ER stress rescue	Insulin prom up cell count	TNAP activation fold
- CC(C)(C)c1cc(NC(=O)CCl)n(-c2ccccc2)n1
  ·	6.8%	-3%	0.06	11%	0.8%	·	·	548	·
- CC(=O)c1ccc(N(C(=O)Cn2nnc3ccccc32)C(C(=O)NCc2ccccc2)c2ccccn2)cc1 (stereo not given)
  13%	1.7%	7%	0.83	23%	-0.7%	4%	-3.2%	1401	1
- CCC(=O)N1CCc2cc(Br)cc(S(=O)(=O)CCC(=O)NCc3ccco3)c21
  -9%	2.3%	-1%	-0.37	13%	-0.3%	-13%	2.3%	1193	1.1
- O=C(CNc1ccc2ccccc2c1)NNC1=NCCC1
  40%	1.4%	13%	-0.07	7%	-0.2%	53%*	-3.5%	2228	1.2
- CCCCn1c(=O)c(C(=O)N/N=C/c2ccc(F)cc2)c(O)c2ccccc21
  ·	1.5%	4%	·	2%	1.4%	·	-0.7%	·	0.9
- Cc1ccc2nc(N3C(=O)CNC3=S)sc2c1
  ·	-1.0%	-3%	-1	7%	0.6%	·	·	1087	·
- COc1ccc(C(=O)NCc2nnc(SCC(=O)N3CCc4ccccc43)n2C2CCCCC2)cc1
  -7%	1.5%	-14%	-0.19	11%	·	-11%	-2.1%	1495	1.1
- Cc1cc(C)cc(OCc2ccc(C(=O)NN)o2)c1
  ·	1.7%	2%	-0.27	2%	-0.9%	·	·	1111	·
- Cc1ccc(C)c2[nH]c(=O)c(CCNC(=O)c3ccc4c(c3)OCO4)cc12
  2%	1.7%	-7%	0.75	3%	-0.3%	1%	·	1167	1
- COCCCNC(=O)c1ccc(CS(=O)(=O)c2ccc(OC)cc2)o1
  2%	-0.5%	-2%	0.27	2%	-0.4%	0%	-0.9%	1884	1.1
- Cc1ccnc(NC(=O)Cn2c(=O)oc3ccccc32)c1
  ·	0.1%	1%	·	14%	-0.2%	·	·	·	·
- COC(=O)C1=C(C)Nc2nc(-c3ccccc3)nn2C1c1ccc(C)o1 (stereo not given)
  12%	1.8%	0%	0.06	-1%	0.6%	9%	1.9%	956	1
- O=C(CCc1nnc(Cc2cccc(C(F)(F)F)c2)o1)NC1CC1
  3%	2.6%	3%	-0.14	2%	0.6%	-5%	-0.3%	1378	1.2
- CCOC(=O)/C(C#N)=C/c1ccc(N2CCN(Cc3ccccc3)CC2)cc1
  12%	0.4%	-103%	-0.63	16%	-0.1%	17%	-1.0%	1238	1
- CCn1nc(C)c(/C=N/NC(=O)Cn2cncn2)c1C
  ·	-1.5%	2%	1.7	-2%	0.8%	·	·	1033	·
- O=C(Nc1ccc2c(c1)OCO2)c1cc2ncc(Br)cn2n1
  1%	·	8%	-0.44	8%	0.1%	-3%	2.4%	1221	1
- O=[N+]([O-])c1cccc(-c2cn(-c3ccccc3)c(=S)[nH]2)c1
  -10%	0.8%	-4%	0.59	10%	-0.4%	-12%	-0.5%	1192	1
- CCn1c(-c2cc(-c3cc(C)ccc3C)nc3ccccc23)n[nH]c1=S
  -27%	3.3%	4%	0.12	1%	-0.2%	-32%	-3.5%	1222	0.9
- O=C(Cc1ccc(F)cc1)NC1CCCCCC1
  ·	0.0%	1%	·	13%	-0.1%	·	·	·	·
- COc1ccc(CC(NC(C)=O)C(=O)NC2CCN(c3ncccc3[N+](=O)[O-])CC2)cc1 (stereo not given)
  4%	-0.8%	9%	1.3	12%	-0.1%	8%	-0.6%	1255	1
- Cc1cc(=O)oc2cc(OCc3ccc(C(=O)N4CCN(c5ccccc5)CC4)cc3)ccc12
  6%	18%	5%	-0.12	17%	-1.8%	10%	3.4%	1340	0.9
- CSc1ccc(CN2CCN(Cc3ccc([N+](=O)[O-])cc3)CC2)cc1
  5%	-0.7%	-6%	-0.55	7%	-1.1%	4%	-1.9%	1354	1.1
- CC(=O)c1ccc(N2Cc3ccccc3C2)cc1
  ·	-0.8%	9%	·	7%	-1.4%	·	·	·	·
- CC12CCC(C(=O)N3CCN(c4ncccn4)CC3)(c3nc4ccccc4nc31)C2(C)C (stereo not given)
  10%	1.8%	-1%	-0.63	1%	0.7%	4%	-2.2%	1360	1.1
- C=CCSC1=N/C(=C/c2ccsc2)C(=O)N1c1ccccc1
  21%	18%	-2%	-0.07	4%	-1.4%	9%	-2.2%	1301	1.3
- O=C(C[n+]1ccccc1)Nc1ccccc1C(=O)O
  -24%	-0.4%	-4%	0.57	2%	1.4%	-25%	-0.9%	1304	1.1
- COc1ccccc1/C=C/C=C1\Oc2c(ccc(O)c2CN2CCN(CCO)CC2)C1=O
  -6%	0.1%	-97%	0.19	16%	0.8%	6%	-3.9%	1218	0.8
- COc1ccc(C(=O)N2CCc3cc(OC)c(OC)cc3C2c2cccc([N+](=O)[O-])c2)cc1 (stereo not given)
  8%	·	6%	0.98	0%	·	1%	-1.6%	1840	1
- Cc1cc(OCC(=O)N(C(C)C)C(C)C)cc(C)c1Br
  7%	0.7%	2%	1.2	2%	-1.5%	4%	-1.1%	1136	1
- CCCC/C(C)=N/NC(=O)Nc1ccccc1
  -12%	0.2%	5%	·	6%	0.7%	-7%	4.5%	·	1
- Cc1ccc(C(NC(=O)N2CCCCC2)=C(Cl)Cl)cc1F
  -5%	3.9%	4%	-0.34	12%	-0.2%	2%	-0.5%	1212	0.9
- NC(=O)CSc1nnc(-c2ccccc2F)n1C1CC1
  ·	1.0%	1%	·	16%	-0.7%	·	·	·	·
- CCN(CC)S(=O)(=O)c1ccc(F)c(C(=O)NCCCN2CCOCC2)c1
  -1%	-0.2%	-4%	0.63	17%	-0.2%	-5%	-3.7%	1169	1.1
- COc1ccccc1CCNC(=O)C(C)n1nc(C)c2c(C)n(-c3ccccc3)nc2c1=O (stereo not given)
  ·	2.4%	-4%	·	7%	-0.1%	·	·	·	·
- Brc1ccccc1OCCCn1cnc2ccccc21
  0%	-2.6%	4%	-0.83	9%	0.7%	-2%	-1.5%	899	1.1
- O=C(c1ccc2c(=O)n(CCc3ccccc3)c(=O)[nH]c2c1)N1CCN(c2ccc(F)cc2)CC1
  ·	12%	9%	·	4%	-0.2%	·	·	·	·
- COc1ccc(NC(=O)C2CCN(C(=O)[C@@H]3Cc4ccccc4CN3)CC2)cc1
  ·	0.8%	-12%	·	10%	0.1%	·	·	·	·
- COc1cc(C)c(Cl)cc1S(=O)(=O)NCc1ccccn1
  ·	-1.6%	6%	·	5%	-1.3%	·	·	·	·
- COCC1COS(=O)(=O)NC1(C)C (stereo not given)
  ·	1.3%	2%	·	17%	-0.5%	·	·	·	·
- COc1ccc(S(=O)(=O)N(C)CC(=O)N2CCN(c3ccccc3)CC2)cc1
  ·	3.2%	-4%	·	-2%	-0.6%	·	·	·	·
- Cc1ccc(-n2c(C)cc(C(=O)Cn3nc(C(=O)O)c4ccccc4c3=O)c2C)cc1
  13%	15%	15%	-0.93	4%	0.1%	18%	-1.6%	1558	1.1
- COc1ccc(-c2ccccc2NC(=O)C2CCCN(Cc3ccc(C)o3)C2)cc1 (stereo not given)
  ·	0.3%	-3%	·	-1%	-0.8%	·	·	·	·
- CCOC(=O)c1c(NC(C)=O)sc2c1CCCNC2=O
  8%	0.8%	9%	0.42	8%	-0.4%	2%	-1.4%	1108	1.1
- O=S(=O)(CC(CN1CCCC1)N1CCCC1)c1ccc2ccccc2c1 (stereo not given)
  8%	-4.0%	-2%	0.68	13%	-0.2%	12%	-2.2%	636	1.1
- C[C@H](NC(=O)C1(c2ccccc2)CCN(C(=O)[C@H]2CSCN2C(=O)OC(C)(C)C)CC1)C(=O)O
  -6%	2.2%	-14%	-0.09	3%	1.3%	-5%	0.1%	1168	1
- Nc1ccc(N(c2ccccc2)c2ccc(N)cc2)cc1
  18%	2.0%	85%	-0.44	-6%	0.3%	26%	2.5%	1722	1
- COc1ccc(-c2ccccc2)cc1NC(=O)c1cccs1
  ·	22%	-6%	·	5%	0.4%	·	·	·	·
- O=[N+]([O-])c1cccc2c3c([nH]c12)CCCC3
  ·	0.6%	-10%	-0.74	-1%	-0.2%	·	·	1085	·
- C=CCN(C(=O)CNC(=O)c1ccco1)C(C(=O)NC1CCCCC1)c1ccc(OC)cc1OC (stereo not given)
  3%	0.9%	-3%	·	-5%	-0.4%	10%	-1.5%	·	1.1
- CCOC(CCNC(=O)c1cn(CC(C)C)c(=O)c2c1c1ccccc1n2C)OCC
  ·	1.9%	8%	·	5%	-0.2%	·	·	·	·

# Additional results.
# Values run as follows: PMI inhibitors	RSV antiviral HEp-2	Salmonella PhoP GFP	Insulin prom up	SV40 large T antigen	West Nile antiviral	human PMI inhibitors	ER stress rescue	Insulin prom up cell count	TNAP activation fold
- O=[N+]([O-])c1ccc(NC(=S)N2CCN(c3ccccc3)CC2)cc1
  6%	4.7%	4%	-0.68	7%	·	-7%	5.2%	1470	1
- CCc1cccc(C)c1NC(=S)N(CCOC)C(C)c1ccco1 (stereo not given)
  ·	4.1%	-2%	0.27	4%	-0.4%	·	·	956	·
- CCOc1ccc(C2c3cc(OC)c(OC)cc3CC(=O)N2c2ccc(OC)cc2)cc1 (stereo not given)
  3%	0.2%	3%	-0.53	9%	2.1%	7%	-1.2%	1343	1
- COc1ccc(C(=O)N2CCn3c2nc2ccccc23)cc1
  ·	0.0%	6%	0.08	9%	-1.1%	·	-0.3%	1112	1.1
- O=C(Cn1ncc2c([nH]c3ccccc32)c1=O)NCC1CCN(Cc2ccccc2F)CC1
  ·	-0.1%	-10%	·	14%	0.2%	·	·	·	·
- Cc1nc(NC(=O)CCc2ccccc2)sc1C
  ·	2.0%	4%	·	8%	-1.8%	·	·	·	·
- CCCCOc1ccc(C(=O)Nc2ccc(C)cc2[N+](=O)[O-])cc1
  12%	3.3%	-4%	-0.06	0%	-1.2%	8%	12%	2311	1.1
- CC1CCCCN1CCCNC(=O)c1ccc(Br)cc1 (stereo not given)
  ·	0.5%	-1%	·	8%	-0.6%	·	·	·	·
- CC(CC(=O)Nc1ccccc1)n1ccnc1 (stereo not given)
  7%	1.4%	19%	-0.5	-6%	-0.6%	0%	-1.6%	1447	1
- Cc1ccccc1Oc1ncnc(N)c1[N+](=O)[O-]
  -4%	0.1%	12%	0	8%	0.2%	-3%	2.7%	1145	1.1
- CCCN(C(=O)c1cc2c(s1)CCC2)c1c(N)n(Cc2ccccc2)c(=O)[nH]c1=O
  ·	0.9%	-12%	1.3	9%	0.0%	·	·	1411	·
- O=C(O)[C@H]1CCCC[C@H]1C(=O)NCCc1ccccc1
  8%	-0.6%	-12%	·	14%	0.5%	2%	7.0%	·	1.1
- COc1cc(S(=O)(=O)NCc2ccc3c(c2)OCO3)ccc1F
  ·	0.1%	-5%	·	29%	0.4%	·	·	·	·

# Fetched by compound from above, 3 records:
# Values run as follows: PMI inhibitors	RSV antiviral HEp-2	Salmonella PhoP GFP	Insulin prom up	SV40 large T antigen	West Nile antiviral	human PMI inhibitors	ER stress rescue	Insulin prom up cell count	TNAP activation fold
- CCOc1ccc(C2c3cc(OC)c(OC)cc3CC(=O)N2c2ccc(OC)cc2)cc1 (stereo not given)
  3%	0.2%	3%	-0.53	9%	2.1%	7%	-1.2%	1343	1
- CC(CC(=O)Nc1ccccc1)n1ccnc1 (stereo not given)
  7%	1.4%	19%	-0.5	-6%	-0.6%	0%	-1.6%	1447	1
- CCCN(C(=O)c1cc2c(s1)CCC2)c1c(N)n(Cc2ccccc2)c(=O)[nH]c1=O
  ·	0.9%	-12%	1.3	9%	0.0%	·	·	1411	·

# Not a hit list. Share with any hit: about 1.5%.
